GPR35 arrestin U2OS = GPR35 antagonists blocking zaprinast-driven arrestin recruitment, primary screen, imaging, U2OS, beta-arrestin-GFP, zaprinast agonist (AID 2058); U2OS GPR35 beta-arrestin-GFP translocation imaging, zaprinast antagonism; higher % means a stronger effect; one-dose inhibition, % at 10 µM; IC50 in µM for titrated hits; actives 0.052% (n = 290,000);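 active = inhibition of at least 50% with at least 30 cells and total cytoplasm GFP at most 10,000,000; inconclusive = under 30 cells or total GFP of 10,000,000 plus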
NS5 inhibitors = flavivirus cap methylation enzyme inhibition – biochemical, confirmation dose response, primary screen (AID 588689) | inhibition, % at 25 µM, or IC50 in µM where a hit was titrated | actives 0.3% (n = 340,000) | Dengue-2 NS5 methyltransferase capping enzyme assay, biochemical; higher % means a stronger effect; in the data active = a potency from the dose series; inconclusive = inhibition above about 29% without an active follow-up result
Salmonella PhoP GFP = inhibitors of PhoP regulon expression, primary screen, Salmonella Typhimurium, GFP reporter (AID 1863) | inhibition, % at 50 µM, or IC50 in µM where a hit was titrated | actives 0.16% (n = 300,000) | S. Typhimurium PhoP-regulated promoter GFP reporter, 4 h; higher % means a stronger effect;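 active = inhibition over 29.93%, a cutoff 3 SD above the screen mean, later confirmed by dose response; inconclusive = inhibition over 29.93% but no dose response follow-up; inactive = inhibition at most 29.93% or unconfirmed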;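 note: 0% = low Mg2+ inducing control and 100% = high Mg2+ repressing control; strong numbers were not always called active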
SV40 large T antigen = TAg ATPase/helicase activity blockers – biochemical (AID 1903) | SV40 large T antigen ATPase/helicase inhibition assay; higher % means a stronger effect | inhibition, % at 20 µM; hits with a dose series show IC50 in µM | actives 0.39% (n = 310,000); in the data active = a potency from the dose series; inconclusive = inhibition mostly from about 32% at the one dose, without a potency; inactive = the rest, 99 in 100 with inhibition below about 32%; note: strong numbers were not always called active
CSM14.1 death rescue = rescue of cells from ER stress-induced death, primary screen, 384-well, CSM14.1, thapsigargin, ATP luminescence (AID 1222). 190,000 tested, under 10 active. one-dose cellular ATP content (survival), % at 20 µM; EC50 in µM for titrated hits. CSM14.1 thapsigargin-induced death rescue, ATP luminescence; higher % means a stronger effect;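 active = EC50 below 50 µM in the dose-response confirmation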;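 note: death triggered by thapsigargin at about 15 µM added after 2 h compound pretreatment; cell ATP read after overnight thapsigargin exposure of roughly 18 to 22 hours; normalized against plate controls of thapsigargin alone and 5% DMSO vehicle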
RSV antiviral HEp-2 = inhibition of RSV-induced cytopathic effect – HEp-2 cells, primary 10 µM value included (AID 2391); actives 0.13% (n = 310,000); CPE inhibition, % at 10 µM, or IC50 in µM where a hit was titrated; HEp-2 cells, RSV-induced CPE inhibition; higher % means a stronger effect; in the data active = a potency from the dose series; inconclusive = CPE inhibition mostly from about 23% at the one dose, without a potency; inactive = the rest, 99 in 100 with CPE inhibition below about 21%; note: strong numbers were not always called active
LYP phosphatase = PTPN22 lymphoid phosphatase activity blockers – biochemical, fluorescence intensity, uHTS (AID 1779); actives 0.054% (n = 290,000); inhibition, % at 11.5 µM; hits with a dose series show IC50 in µM; recombinant LYP phosphatase, fluorescence intensity; higher % means a stronger effect; in the data active = inhibition above about 50%;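 note: plate controls were vehicle with enzyme for no effect and no enzyme for full effect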
West Nile virus CPE = inhibition of WNV-induced cytopathic effect – cell-based, CPE readout (AID 1621) | West Nile virus-infected cells, CPE inhibition; higher % means a stronger effect | CPE inhibition, % at 10 µM, or IC50 in µM where a hit was titrated | actives 0.02% (n = 290,000); in the data active = a potency from the dose series; inconclusive = CPE inhibition mostly from about 3.7% at the one dose, without a potency; inactive = the rest, 99 in 100 with CPE inhibition below about 2.2%; note: strong numbers were not always called active
Rac1 GTP hydrolysis = MgcRacGAP GTPase-activating activity inhibitors, confirmation, biochemical, ADP Hunter fluorescence; MgcRacGAP-stimulated Rac1 GTP hydrolysis, ADP Hunter fluorescence; higher % means a stronger effect; GST-tagged Rac1 F28L mutant substrate; one-dose inhibition, % at 30 µM; IC50 in µM for titrated hits; actives 0.6% (n = 340,000);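 active = first-screen hits whose inhibition reached a set limit at any dose in the follow-up dose series; inconclusive = inhibition above the set first-screen limit but never retested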;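 note: fluorescence reports GDP produced by GAP-driven GTP hydrolysis; strong numbers were not always called active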
NS5 inhibitors pilot replicate = recorded beside NS5 inhibitors, whose call it bears; inhibition, %; measured here: pilot screen replicate inhibition
* = called active by the depositor; ? = inconclusive; . = not tested or not shown.

SMILES	GPR35 arrestin U2OS	NS5 inhibitors	Salmonella PhoP GFP	SV40 large T antigen	CSM14.1 death rescue	RSV antiviral HEp-2	LYP phosphatase	West Nile virus CPE	Rac1 GTP hydrolysis	others
O=S(=O)(NC1CC2CCC1C2)c1ccc(Br)cc1 (centres undefined)	8.1%	-5.2%	0.3%	9.2%	.	20.1%	-9.0%	-1.6%	-1.6%
CC(=O)Nc1ccc(OCC(=O)c2ccc(C)cc2C)cc1	-1.1%	6.4%	5.1%	18.4%	0.1%	0.9%	1.5%	0.0%	20.7%
COc1ccc(OC)c(/C=N/NC(=S)NCCc2ccccc2)c1	-4.5%	1.3%	-4.5%	-0.6%	.	?	-0.9%	0.7%	8.4%
O=C(NCc1cccc(F)c1)c1noc2c1CCCC2	11.2%	-4.2%	6.0%	1.7%	-2.1%	3.2%	-1.1%	0.4%	-1.4%
COc1ccc(Cl)cc1NC(=O)NC(C)C	5.8%	2.6%	-6.3%	11.5%	0.0%	1.0%	-4.9%	-0.6%	1.4%
O=C(NCc1ccco1)C1CN(S(=O)(=O)c2ccccc2)CCN1S(=O)(=O)c1ccccc1 (centres undefined)	4.6%	-12.8%	0.1%	13.7%	-1.7%	-0.4%	-3.2%	-0.5%	3.0%	NS5 inhibitors pilot replicate=-3.7
O=C(NCC(F)(F)F)Nc1ncccn1	-5.0%	-4.8%	-5.2%	9.6%	-3.1%	1.5%	-2.1%	0.2%	3.4%
Cc1ccc([N+](=O)[O-])cc1NC(=O)Nc1ccc(S(N)(=O)=O)cc1	26.9%	3.2%	2.8%	0.2%	.	0.2%	1.7%	1.1%	7.3%
O=C1C(=Cc2ccco2)C(=O)c2ccccc21	10.8%	-4.0%	4.8%	15.2%	-2.1%	1.1%	2.7%	-0.5%	12.3%
CN(c1nnc(N)s1)C1CCCCC1	-20.2%	-5.8%	-4.0%	8.6%	-1.8%	1.4%	-1.0%	.	3.6%
COc1cc(OC)c(NC(=O)c2ccco2)cc1Cl	-0.7%	1.6%	0.9%	25.8%	0.8%	2.4%	0.2%	0.2%	4.5%
COc1ccc2[nH]c3c(c2c1)CCN1C(=O)N([C@@H](C)C(=O)NC2CC2)C(=O)[C@]31C	0.7%	-3.6%	-1.5%	5.0%	.	2.8%	0.6%	-0.5%	3.9%
CC(=O)N1[C@H](Cc2ccccc2)C=C[C@]1(C)C(=O)NCc1ccc(C)o1	9.3%	-3.2%	-5.4%	14.1%	-4.1%	-0.4%	8.5%	-1.1%	3.8%
Cc1cc([N+](=O)[O-])nn1CC(=O)Nc1ccc(Cc2ccncc2)cc1	15.8%	-4.5%	3.3%	4.3%	0.1%	0.6%	-6.1%	-1.0%	-1.0%
COc1ccc(OCc2n[nH]c(=S)n2-c2ccc(C)cc2)cc1	19.1%	-0.9%	-0.7%	27.2%	0.4%	2.5%	-5.0%	-0.4%	-3.0%

Next part; the last 5 above are carried over.
SMILES	GPR35 arrestin U2OS	NS5 inhibitors	Salmonella PhoP GFP	SV40 large T antigen	CSM14.1 death rescue	RSV antiviral HEp-2	LYP phosphatase	West Nile virus CPE	Rac1 GTP hydrolysis	others
COc1cc(OC)c(NC(=O)c2ccco2)cc1Cl	-0.7%	1.6%	0.9%	25.8%	0.8%	2.4%	0.2%	0.2%	4.5%
COc1ccc2[nH]c3c(c2c1)CCN1C(=O)N([C@@H](C)C(=O)NC2CC2)C(=O)[C@]31C	0.7%	-3.6%	-1.5%	5.0%	.	2.8%	0.6%	-0.5%	3.9%
CC(=O)N1[C@H](Cc2ccccc2)C=C[C@]1(C)C(=O)NCc1ccc(C)o1	9.3%	-3.2%	-5.4%	14.1%	-4.1%	-0.4%	8.5%	-1.1%	3.8%
Cc1cc([N+](=O)[O-])nn1CC(=O)Nc1ccc(Cc2ccncc2)cc1	15.8%	-4.5%	3.3%	4.3%	0.1%	0.6%	-6.1%	-1.0%	-1.0%
COc1ccc(OCc2n[nH]c(=S)n2-c2ccc(C)cc2)cc1	19.1%	-0.9%	-0.7%	27.2%	0.4%	2.5%	-5.0%	-0.4%	-3.0%
Cc1ccc(N(CC(O)Cn2nc(C)cc2C)S(=O)(=O)c2ccc3ccccc3c2)cc1 (centres undefined)	12.7%	-2.2%	8.5%	3.0%	0.6%	16.1%	-2.9%	-0.6%	2.6%
COc1ccc2c(Cl)c(-c3nnc4n3CCCCC4)sc2c1	4.7%	-1.1%	0.4%	5.2%	4.2%	3.6%	-2.5%	0.2%	11.9%
COc1cc(C)c(Cl)cc1S(=O)(=O)NCCN1CCOCC1	7.9%	6.4%	-1.0%	5.7%	-4.0%	-0.7%	-7.2%	0.3%	4.2%
Cn1c(CCN2CCCC2)nc2cc(NS(=O)(=O)c3ccc(Cl)cc3)ccc21	-3.3%	-12.4%	-2.2%	19.2%	.	13.5%	-6.3%	?	11.5%
Cc1ccc(N2CCN(c3cc(C)nc4nc(C)nn34)CC2)c(C)c1	-3.6%	-6.3%	-7.1%	-3.0%	-1.4%	3.2%	3.4%	.	-1.1%
Cc1ccc2sc(NNC(=O)C3COc4ccccc4O3)nc2c1C (centres undefined)	-0.2%	2.1%	-6.2%	17.3%	9.5%	1.1%	-3.1%	.	13.1%
CC(Sc1nnc(-c2ccccc2F)n1C1CC1)C(N)=O (centres undefined)	-5.8%	-4.1%	-4.0%	5.4%	.	2.6%	-9.2%	0.3%	6.5%
O=C(Nc1ccc(NC(=O)c2cccnc2)cc1)c1ccccc1	-4.8%	0.0%	-1.5%	9.8%	.	2.4%	-8.2%	-0.8%	8.2%
CN1CCN(C(=O)c2cc3ccccc3oc2=O)CC1	29.2%	-4.0%	0.9%	7.5%	-2.3%	0.5%	-10.7%	0.2%	5.2%

A portion from the list above, for reference:
SMILES	GPR35 arrestin U2OS	NS5 inhibitors	Salmonella PhoP GFP	SV40 large T antigen	CSM14.1 death rescue	RSV antiviral HEp-2	LYP phosphatase	West Nile virus CPE	Rac1 GTP hydrolysis	others
COc1ccc2c(Cl)c(-c3nnc4n3CCCCC4)sc2c1	4.7%	-1.1%	0.4%	5.2%	4.2%	3.6%	-2.5%	0.2%	11.9%
COc1cc(C)c(Cl)cc1S(=O)(=O)NCCN1CCOCC1	7.9%	6.4%	-1.0%	5.7%	-4.0%	-0.7%	-7.2%	0.3%	4.2%
